# Screening results from PubChem BioAssay.
# PP5 inh: blocks human protein phosphatase 5 activity; inhibition, % at 6.7 µM; P53041; purified PP5c, OMFP substrate fluorescence; AID 1987; 0.18% of 320,000 active;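 active means inhibition above the campaign's mean inhibition across all tested compounds plus 3 SD, cut at about 9.5% in these data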;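 further: 0% = DMSO only and 100% = 100 µM cantharidin control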
# ZTA DNA inh: blocks Epstein-Barr virus ZTA, an EBNA-1 counter-screen; inhibition, % at 11 µM; ZTA-DNA binding, fluorescence polarization; 0.15% of 320,000 active; P03206; in the data active means inhibition above about 33%
# Target sequence (P03206 whole entry, looked up): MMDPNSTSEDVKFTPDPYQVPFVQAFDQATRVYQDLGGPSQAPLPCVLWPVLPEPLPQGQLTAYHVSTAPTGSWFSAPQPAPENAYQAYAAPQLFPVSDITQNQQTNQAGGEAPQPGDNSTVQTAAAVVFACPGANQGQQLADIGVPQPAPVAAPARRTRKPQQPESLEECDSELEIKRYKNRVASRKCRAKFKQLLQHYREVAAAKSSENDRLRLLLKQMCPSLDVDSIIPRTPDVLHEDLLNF
# Fh CTSL1 inh: blocks F. hepatica cathepsin L1 in PFM18AAP counter-screen | 0.49% of 300,000 active | recombinant F. hepatica cathepsin L1, Z-Leu-Arg-MCA fluorescence | inhibition, % at 5.96 µM;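 active means inhibition above the mean of all tested compounds plus 3 SD, set per screening campaign, cut at about 17% in these data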;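 further: 0% = plate median of test compound wells and 100% = 1 µM Z-Phe-Ala-diazomethylketone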
# GASC-1 inh: blocks human GASC-1 demethylase activity; AID 2099; 0.069% of 330,000 active; inhibition, % at 2.35 µM; GST-JMJD2C(1-420) H3K9me3 demethylation, DELFIA europium;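 active means more than half of a compound's replicate wells show inhibition beyond 50%, single wells judged on their own value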;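 further: signal counts dimethyl H3K9 product captured on neutravidin plate; 0% = median of DMSO wells and 100% = 0.3 times that DMSO median; strong numbers were not always called active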
# Target sequence (Q9H3R0 1-420 limits assumed): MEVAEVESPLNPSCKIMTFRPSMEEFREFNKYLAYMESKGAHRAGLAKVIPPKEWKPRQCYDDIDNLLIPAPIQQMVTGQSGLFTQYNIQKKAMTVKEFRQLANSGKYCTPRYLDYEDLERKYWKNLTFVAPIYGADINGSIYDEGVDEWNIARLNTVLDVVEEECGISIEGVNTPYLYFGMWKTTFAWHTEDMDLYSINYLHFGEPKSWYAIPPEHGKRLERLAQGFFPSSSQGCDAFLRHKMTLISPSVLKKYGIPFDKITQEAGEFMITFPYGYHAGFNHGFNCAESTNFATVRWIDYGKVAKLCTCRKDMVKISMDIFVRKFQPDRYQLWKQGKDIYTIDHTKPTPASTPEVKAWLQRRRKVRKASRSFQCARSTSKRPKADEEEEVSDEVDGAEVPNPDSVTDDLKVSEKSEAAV
# Yeast superoxide: caloric restriction mimetics inhibiting age-related superoxide in yeast. S. cerevisiae aged cells, superoxide DHE fluorescence; stronger effect = lower value. superoxide response (% of plate mean), % at 10 µM. 0.18% of 330,000 active. AID 2690;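 active means superoxide response under a set limit, about three screen SD below normal, cut at about 65% in these data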;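 further: yeast aged for seven days with compound at 30 °C before DHE staining; 100% = average MFI of all compound-treated wells on the plate with controls excluded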
# PP1 counter: PP1-alpha (human) inhibition in PP5 counter-screen; 0.9% of 320,000 active; P62136; purified PP1alpha, OMFP fluorescence; inhibition, % at 6.7 µM; AID 2235;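 active means inhibition above the mean inhibition of all tested compounds plus 3 SD, computed separately for each screening campaign, cut at about 15% in these data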
# Target sequence (P62136 whole entry, looked up): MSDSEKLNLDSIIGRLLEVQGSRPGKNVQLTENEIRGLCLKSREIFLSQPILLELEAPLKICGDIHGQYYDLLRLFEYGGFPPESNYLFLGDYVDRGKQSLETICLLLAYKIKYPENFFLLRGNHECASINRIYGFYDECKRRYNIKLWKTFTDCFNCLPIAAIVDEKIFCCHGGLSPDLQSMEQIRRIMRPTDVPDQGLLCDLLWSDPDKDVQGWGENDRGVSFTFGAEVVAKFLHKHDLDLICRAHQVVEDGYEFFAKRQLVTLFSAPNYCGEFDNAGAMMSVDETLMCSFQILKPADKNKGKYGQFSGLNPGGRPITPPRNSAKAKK
# EBNA-1 inh: blocks EBNA-1 binding to DNA | EBNA-1 DNA binding, fluorescence polarization | inhibition, % at 14.8 µM | 0.34% of 300,000 active; in the data active means inhibition above about 28%
# TPT1 inh: blocks Candida albicans tRNA 2'-phosphotransferase; 0.81% of 300,000 active; inhibition, % at 5 µM; AID 1962; recombinant caTPT1, FP RNA substrate dephosphorylation;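 active means inhibition above the mean of all tested compounds plus 3 SD, set per screening campaign, cut at about 24% in these data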;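 further: plate controls were DMSO alone for no effect and ferristatin control at 100 nM for full effect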
# core dimer inh: HCV core protein dimerization inhibition; 0.33% of 300,000 active; TR-FRET GST/Flag-core106 dimerization, 1536-well; AID 1899; inhibition, % at 5 µM;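 active means inhibition above the mean of all tested compounds plus 3 SD, set per screening campaign, cut at about 45% in these data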
#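 Material: Tagged HCV core106 pair (GST and Flag) | Amount: GST-core106 13.5 nM, Flag-core106 17 nM | Medium: KF-containing HEPES buffer, pH 7.45, DTT, CHAPS, BSA | Reagent: Eu donor and XL665 acceptor anti-tag antibodies | Schedule: 4 h at 22.5 °C | Technique: Time-resolved FRET, ex 340 nm, em 617 and 671 nm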
# * = called active by the depositor; x = not tested or not shown; & = joins results of further samples.
SMILES	GASC-1 inh	Yeast superoxide	core dimer inh	ZTA DNA inh	TPT1 inh	PP1 counter	Fh CTSL1 inh	EBNA-1 inh	PP5 inh
Cc1ccc(NC(=O)CSc2nc3c(c(=O)[nH]2)CCC3)c(C)c1	1	108	-4	-4	0	1	3	-1	1.2
CCCCS(=O)(=O)N1CCCC(C(=O)NCCc2ccccc2)C1 (configuration not stated)	-8	103	4	-4	1	2	-2	-7	2.4
Cc1ccc(OCCNC(=O)CNC(=O)c2ccc(C)c(C)c2)cc1	-3	93	3	7	2	-1	4	-4	1.6
COC(=O)c1c(C)[nH]c(C(=O)C(C)OC(=O)c2cnc(C)cn2)c1C (configuration not stated)	x	91	x	11	x	-4	x	x	0.1
O=S(=O)(NC1=NCCCCC1)c1ccc(Cl)cc1	-2	91	11	-1	-3	0	-5	-9	1.8
COC(=O)c1cn[nH]c1NC(=S)Nc1ccc(C)cc1Cl	-5	119	-5	-8	-1	-5	-3	-7	4.7
COc1cc(C(C(=O)NC2CCCC2)N(Cc2ccco2)C(=O)c2snc(C(N)=O)c2N)cc(OC)c1OC (configuration not stated)	-7	86	7	-5	-2	-3	-2	-3	0.4
CCn1nc(C)c(/C=N/NC(=O)c2ccoc2C)c1C	3	97	-3	2	-2	8	-1	-4	1.4
CCOC(=O)C1=C(C)N=c2s/c(=C/c3ccccc3)c(=O)n2C1c1ccc(OC)c(OC)c1 (configuration not stated)	9	98	3	-3	9	-5	2	-5	2.1
CC(C)(C)c1ccc(OCC(O)CN2CCCC2)cc1 (configuration not stated)	-4	106	6	-6	-2	0	0	-11	2.0
CC(=O)N1CCSc2ccc(S(=O)(=O)NCCc3ccc(Cl)cc3)cc21	-15	103	8	5	-1	-4	-3	-2	1.5
CCCCOC(=O)/C(=C\c1ccc([N+](=O)[O-])o1)NC(=O)c1ccccc1	-2	102	5	-6	9	-3	12	-6	-0.6
Cc1cc(C)c(C)c(S(=O)(=O)NCc2ccc(C(=O)N3CCN(C)CC3)cc2)c1C	51	104	-16	-10	-2	-2	-8	3	4.6
Cc1c(Cl)cccc1NC(=O)c1cccnc1	9	93	7	0	0	-4	-1	6	4.0
COc1ccc(NC(=O)CN(Cc2ccccc2)S(C)(=O)=O)cc1	5	104	1	9	-1	-4	0	-7	-0.7

# More entries follow.
SMILES	GASC-1 inh	Yeast superoxide	core dimer inh	ZTA DNA inh	TPT1 inh	PP1 counter	Fh CTSL1 inh	EBNA-1 inh	PP5 inh
CCCc1cc(=O)oc2c(C)c(OCC(=O)N3CCC(C(N)=O)CC3)ccc12	6	101	-5	9	-2	-3	1	-9	3.5
Cn1cc(C[C@H](NC(=O)OC(C)(C)C)C(=O)N[C@@H](CO)Cc2ccccc2)c2ccccc21	-2	99	0	11	-1	2	1	2	1.9
C=CCc1ccc(OCc2ccc(C(=O)OC)o2)c(OC)c1	-3	98	0	0	2	-2	-2	-3	4.4
COc1cccc(CC2(CO)CCN(C(=O)NC3CCCCC3)CC2)c1	-23	98	4	4	-2	-6	-3	10	-0.3
O=C1CC(c2ccsc2)Sc2ccccc2N1 (configuration not stated)	5	91	1	2	-2	4	0	1	-0.8
O=C(NCC(=O)N1CCC2(CC1)NCCc1[nH]cnc12)c1cccc(Cl)c1	1	102	0	-3	-3	-2	0	11	0.0
CCOC(=O)N1CCN(C(=O)CSc2ccc(-c3ccccc3OC)nn2)CC1	2	114	-2	-9	2	-3	1	-5	1.3
COc1ccccc1C(CC(=O)Nc1nccs1)c1ccco1 (configuration not stated)	-11	92	22	-4	-6	0	-6	-7	2.5
Cc1cccc(CN2CCN(Cc3nc4c(s3)CCCC4)CC2CCO)n1 (configuration not stated)	-4	101	-3	-20	1	-4	-2	0	-3.8
O=C(NC1CC2CCCC(C1)N2S(=O)(=O)c1ccccc1)C1CCCCC1 (configuration not stated)	-15	97	1	-22	4	-5	-4	-7	3.1
Cc1c(CC(=O)N2CCN(C(=O)C3COc4ccccc4O3)CC2)c(=O)oc2c(C)c(O)ccc12 (configuration not stated)	-1	103	6	7	1	-2	5	3	1.9
O=C(COC(=O)c1ccccc1Br)Nc1nnc(-c2ccccc2)o1	0	95	0	-1	-2	14	-2	3	-0.8
N#CC(C(=O)NCc1ccccc1)c1nc2ccccc2nc1N1CCCC1 (configuration not stated)	-1	121	6	0	18	3	-8	-5	-1.0
COC(=O)[C@@]12CCCN1[C@H](c1ccc(SC3CCCCC3)cc1)[C@H]1C(=O)N(C)C(=O)[C@H]12	-1	102	2	5	2	3	2	-6	2.4
c1coc(Cn2c(SCc3nc4ccccc4[nH]3)nnc2-c2cnccn2)c1	-5	97	2	15	7	-2	1	9	-1.8

# Next section
SMILES	GASC-1 inh	Yeast superoxide	core dimer inh	ZTA DNA inh	TPT1 inh	PP1 counter	Fh CTSL1 inh	EBNA-1 inh	PP5 inh
COc1cc(OC)c(NC(=O)CNC(=O)Cn2ccc3ccccc3c2=O)cc1Cl	-3	97	-6	2	0	1	0	7	-1.9
CCN(CC)S(=O)(=O)c1ccc(OCC(=O)NCc2ccccc2)cc1	-7	108	6	9	-1	-5	-2	12	-1.7
Cc1ccc(NC(=O)CC2SC3=NCCCN3C2=O)c(C)c1 (configuration not stated)	-6	111	-2	4	-44	3	-2	-3	3.2
C[C@H](NC(=O)[C@H]1N2C(=O)c3ccccc3C2SC1(C)C)C(=O)N1CCC[C@H]1C(=O)O (some centres not stated)	-1	137	-4	2	-4	-1	-1	-4	3.6
CC(=Nc1ccccc1)C1=C(O)CSC1=O	11	95	-2	-1	-4	-2	-1	13	-0.8
Cc1cccc(C(=O)Nc2onc(C)c2C#N)c1	5	105	3	3	-3	-2	0	7	-0.3
COCCCn1c(=O)c2ccccc2n(CC(=O)NCCC2=CCCCC2)c1=O	-1	114	9	8	5	-1	-1	-5	-0.1
CCOC(=O)c1c(N2C(=O)C3C4C=CC(O4)C3C2=O)sc2c1CCCC2 (configuration not stated)	3	98	5	3	-3	-8	-1	2	0.1
C[C@@H]1CCC[C@@]2(O[C@H](CCO)C[C@@H](O)[C@@H]2O)O1	1	x	8	2	0	2	-1	-4	1.8
CC(CCc1ccccc1)NC(=O)c1ccc(NC(=O)c2ccccc2)cc1 (configuration not stated)	3	97	1	-12	-1	1	0	1	-2.5
COc1ccc(CCNC(=O)CSc2nnc(-c3cccc(F)c3)o2)cc1OC	x	102	-3	-7	2	1	-4	4	1.7
CCN(CC)CCN(Cc1cc2cc3c(cc2[nH]c1=O)OCO3)C(=S)NC	11	91	2	-4	4	-3	4	5	-1.3
CC1(C2CC2)NC(=O)NC1=O (configuration not stated)	0	97	1	-2	6	2	8	-3	-13
CC(=O)c1cccc(NC(=O)CCS(=O)(=O)c2ccc(Br)s2)c1	5	113	1	5	-3	-2	-1	6	-0.1
CC12CCC(=O)N1C(C(=O)Nc1nc3ccc(Cl)cc3s1)CS2 (configuration not stated)	-3	105	-1	-1	-2	-5	2	-7	-1.4

# Next results
SMILES	GASC-1 inh	Yeast superoxide	core dimer inh	ZTA DNA inh	TPT1 inh	PP1 counter	Fh CTSL1 inh	EBNA-1 inh	PP5 inh
O=C(NCCCc1ccncc1)C1CCC(=O)N(CCc2cccc(F)c2)C1 (configuration not stated)	5	80	-1	7	-4	-4	1	-8	0.0
CCCCOc1ccc(-c2nnn(CC(=O)Nc3ncc(CC(=O)OCC)s3)n2)cc1	-3&0	86	11	-2	-1	5	2	7	2.5
CC(=O)O[C@H]1[C@H](C)OC=C[C@@H]1OC(C)=O	116	110	-21	-11	-5	-1	2	-1	1.1
COc1ccc(-c2cn(CCCOCc3ccccc3)nn2)cc1	-16	100	5	11	0	1	-2	-5	5.8
CC(Oc1ccccc1Cl)C(=O)N1CCCN(C)CC1 (configuration not stated)	0	80	5	-2	5	-1	3	1	1.9
CCCOP(=O)(c1ccc(N(C)C)cc1)C(O)c1cccnc1 (configuration not stated)	5	85	-2	1	-1	-10	5	-6	2.6
CC(=O)c1cccc(NC(=O)C2CCCN2S(=O)(=O)c2cccc3cccnc23)c1 (configuration not stated)	15	109	2	2	-2	0	1	9	5.0
C/C(=N\O)C1CCCCC1	2	99	1	-14	1	-4	-2	-10	3.0
CC(C)Oc1cccc(C(=O)NC(=S)Nc2cccc(NC(=O)c3ccccc3Cl)c2)c1	-7	97	13	-6	0	-3	3	-5	2.8
CCCOc1ccc(CNC(=O)C2CCN(c3nn4c(=O)cc(C)nc4s3)CC2)cc1	12	125	12	10	0	-2	-3	7	-1.0
Cc1ccc([N+](=O)[O-])cc1NC(=O)Cc1cccs1	8	109	54*	7	2	-2	0	7	2.4
CCOC(=O)C1=C(COC(=O)COc2cccc(C)c2C)NC(=O)NC1C (configuration not stated)	-4	91	x	-1	x	-3	x	x	-0.3
O=C(c1cccc(F)c1)N1CCN(S(=O)(=O)c2ccccc2)CC1	-5	122	-6	2	6	-4	1	-2	-1.6
CC[C@H](C)[C@H](NC(=O)c1ccccc1)C(=O)Nc1ccc(S(=O)(=O)Nc2cc(C)nc(C)n2)cc1	9	96	2	-2	0	0	-1	-12	1.7
Cc1cc(C(=O)NNC(=O)c2cccc(N(C)C)c2)c(C)o1	6	96	-6	6	-1	-5	4	-5	-0.1

# Remaining list, next part.
SMILES	GASC-1 inh	Yeast superoxide	core dimer inh	ZTA DNA inh	TPT1 inh	PP1 counter	Fh CTSL1 inh	EBNA-1 inh	PP5 inh
CC(C)COc1cccc(C(=O)Nc2ccc(N3CCOCC3)cc2N2CCOCC2)c1	25	96	0	-2	-1	-8	0	-7	3.6
O=C(Nc1ccc(F)cc1)N1CCN(C(=O)C2CCCO2)CC1 (configuration not stated)	1	111	-2	-5	-5	0	-2	4	4.6
N#Cc1ncc(C(F)(F)F)cc1Sc1ccc(N)cc1	2	122	1	17	2	-1	3	4	0.0
Cc1c(CC(=O)O)c(=O)oc2c(C)c3occ(-c4ccccc4)c3cc12	-27	126	4	6	2	-3	-4	8	1.4
COCC(=O)N1CCCC(C(=O)c2ccc3c4c(cccc24)CC3)C1 (configuration not stated)	16	92	1	-10	1	-1	0	-4	2.4
Cc1nn(C)c(C)c1S(=O)(=O)N1CCCC(C(=O)NCC2COc3ccccc3O2)C1 (configuration not stated)	1	92	-5	-8	-2	0	1	-1	-0.3
CCOC(=O)Cn1c(C)nc2c(C(=O)OCC)sc(C)c2c1=O	-8	98	-5	4	1	1	0	-5	3.4
CCOC(=O)c1cc2c(=O)n3ccccc3nc2n(Cc2ccco2)c1=NC(=O)c1cccnc1	-10&3	94	6	-4	-3	4	4	1	1.9
Cc1ccc2c(c1)N(CC(=O)NCCCN1CCCCC1C)C(=O)c1cccnc1O2 (configuration not stated)	-1	108	11	10	2	-5	-1	0	-0.1
CSc1nnc(CCNC(=O)OC(C)(C)C)o1	26	112	2	11	1	-4	4	3	0.3
O=C(Nc1ccc2c(c1)OCO2)C1CCN(S(=O)(=O)c2ccc3c(c2)OCCO3)CC1	-3	80	8	8	0	-2	-1	-1	1.3
O=S(=O)(NC1c2cccc3cccc(c23)C1N1CCNCC1)c1ccccc1 (configuration not stated)	70	103	3	-2	4	-7	1	10	2.8
O=C(NC(=S)Nc1ncccn1)c1ccccc1Br	9	106	-1	-3	0	-2	-1	6	0.5

# Part of the list above in order of SMILES length, smallest number first:
SMILES	GASC-1 inh	Yeast superoxide	core dimer inh	ZTA DNA inh	TPT1 inh	PP1 counter	Fh CTSL1 inh	EBNA-1 inh	PP5 inh
O=C(Nc1ccc(F)cc1)N1CCN(C(=O)C2CCCO2)CC1 (configuration not stated)	1	111	-2	-5	-5	0	-2	4	4.6
Cc1c(CC(=O)O)c(=O)oc2c(C)c3occ(-c4ccccc4)c3cc12	-27	126	4	6	2	-3	-4	8	1.4
O=C(Nc1ccc2c(c1)OCO2)C1CCN(S(=O)(=O)c2ccc3c(c2)OCCO3)CC1	-3	80	8	8	0	-2	-1	-1	1.3

# Rows are unselected; about 3.1% have a hit in one of these screens.
